From PubChem BioAssay
PP1 counter – PP1-alpha phosphatase inhibitors, primary screen, counter-screen for PP5 inhibitor project, biochemical, fluorescence, OMFP substrate, single point. inhibition, % at 6.7 µM. Serine/threonine-protein phosphatase PP1-alpha catalytic subunit (Homo sapiens), P62136. purified PP1alpha. hit rate 0.9% among 320,000;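 active means inhibition above the mean inhibition of all tested compounds plus 3 SD, computed separately for each screening campaign, cut at about 15% in these data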
TPT1 inh – Candida albicans TPT1 enzyme inhibitors, primary screen, biochemical, fluorescence polarization | tRNA 2'-phosphotransferase TPT1 (Candida albicans SC5314) | recombinant caTPT1, FP RNA substrate dephosphorylation | inhibition, % at 5 µM | hit rate 0.81% among 300,000 | AID 1962, 2009;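 active means inhibition above the mean of all tested compounds plus 3 SD, set per screening campaign, cut at about 24% in these data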;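 further: plate controls were DMSO alone for no effect and ferristatin control at 100 nM for full effect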
PP5 inh – PP5 phosphatase inhibitors, primary screen, biochemical, fluorescence; Serine/threonine-protein phosphatase 5 (Homo sapiens), P53041; purified PP5c, OMFP substrate fluorescence; inhibition, % at 6.7 µM; hit rate 0.18% among 320,000; AID 1987, 2009;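 active means inhibition above the campaign's mean inhibition across all tested compounds plus 3 SD, cut at about 9.5% in these data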;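 further: 0% = DMSO only and 100% = 100 µM cantharidin control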
Target sequence (P53041 whole entry, looked up): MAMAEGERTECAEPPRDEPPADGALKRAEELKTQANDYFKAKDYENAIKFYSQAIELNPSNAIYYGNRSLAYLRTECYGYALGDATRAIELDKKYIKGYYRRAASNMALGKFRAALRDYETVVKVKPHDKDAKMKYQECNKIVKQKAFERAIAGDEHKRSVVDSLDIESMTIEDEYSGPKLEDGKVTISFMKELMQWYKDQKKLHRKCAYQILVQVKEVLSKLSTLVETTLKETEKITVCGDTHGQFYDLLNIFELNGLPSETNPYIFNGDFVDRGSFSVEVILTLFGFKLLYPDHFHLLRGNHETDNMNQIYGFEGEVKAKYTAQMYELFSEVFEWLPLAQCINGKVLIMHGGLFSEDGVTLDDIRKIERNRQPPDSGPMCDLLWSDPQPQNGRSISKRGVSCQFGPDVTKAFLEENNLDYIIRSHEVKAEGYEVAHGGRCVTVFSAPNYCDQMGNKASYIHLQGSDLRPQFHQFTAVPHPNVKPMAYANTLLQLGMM
ZTA counter – counter-screen for EBNA-1 inhibitors: inhibitors of Epstein-Barr virus ZTA | inhibition, % at 11 µM | ZTA-DNA binding, fluorescence polarization | hit rate 0.15% among 320,000; in the data active means inhibition above about 33%
CTSL1 counter – Fasciola hepatica cathepsin L1 inhibitors, primary screen, counter-screen for PFM18AAP inhibitor project, biochemical, QFRET, fluorogenic peptide substrate; recombinant F. hepatica cathepsin L1, Z-Leu-Arg-MCA fluorescence; inhibition, % at 5.96 µM; AID 1906, 2009; hit rate 0.49% among 300,000;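 active means inhibition above the mean of all tested compounds plus 3 SD, set per screening campaign, cut at about 17% in these data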;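 further: 0% = plate median of test compound wells and 100% = 1 µM Z-Phe-Ala-diazomethylketone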
Yeast superoxide – reduction of superoxide in aged yeast, primary screen, HTS | S. cerevisiae aged cells, superoxide DHE fluorescence; stronger effect = lower value | hit rate 0.18% among 330,000 | superoxide response (% of plate mean), % at 10 µM;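 active means superoxide response under a set limit, about three screen SD below normal, cut at about 65% in these data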;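 further: yeast aged for seven days with compound at 30 °C before DHE staining; 100% = average MFI of all compound-treated wells on the plate with controls excluded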
EBNA-1 inhibitor – EBNA-1 DNA-binding inhibitors, primary screen, biochemical, fluorescence polarization | inhibition, % at 14.8 µM | AID 1950, 2009 | hit rate 0.34% among 300,000; in the data active means inhibition above about 28%
JMJD2C inh – inhibitors of GASC-1 histone demethylase, primary screen, biochemical, fluorescence, DELFIA europium; GST-JMJD2C(1-420) H3K9me3 demethylation; inhibition, % at 2.35 µM; hit rate 0.069% among 330,000; AID 2099, 2009;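 active means more than half of a compound's replicate wells show inhibition beyond 50%, single wells judged on their own value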;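 further: signal counts dimethyl H3K9 product captured on neutravidin plate; 0% = median of DMSO wells and 100% = 0.3 times that DMSO median; strong numbers were not always called active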
Target sequence (Q9H3R0 1-420 limits assumed): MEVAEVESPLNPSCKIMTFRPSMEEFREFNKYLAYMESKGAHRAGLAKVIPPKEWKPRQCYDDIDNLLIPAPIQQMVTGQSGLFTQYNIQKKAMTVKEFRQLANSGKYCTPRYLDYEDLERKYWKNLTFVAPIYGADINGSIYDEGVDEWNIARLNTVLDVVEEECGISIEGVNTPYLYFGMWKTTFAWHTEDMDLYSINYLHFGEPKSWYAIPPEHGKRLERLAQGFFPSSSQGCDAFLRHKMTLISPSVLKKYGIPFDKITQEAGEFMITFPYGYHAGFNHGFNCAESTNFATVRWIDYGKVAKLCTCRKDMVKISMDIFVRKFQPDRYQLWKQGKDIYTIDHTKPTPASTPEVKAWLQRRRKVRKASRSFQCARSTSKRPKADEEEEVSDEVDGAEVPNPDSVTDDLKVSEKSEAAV
core dimer inh – inhibitors of HCV core protein dimerization, primary screen, biochemical, TR-FRET, high-throughput. hit rate 0.33% among 300,000. inhibition, % at 5 µM. TR-FRET GST/Flag-core106 dimerization, 1536-well. AID 1899, 2009;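 active means inhibition above the mean of all tested compounds plus 3 SD, set per screening campaign, cut at about 45% in these data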
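Assay system: tagged HCV core106 pair (GST and Flag); medium: KF-containing HEPES buffer, pH 7.45, DTT, CHAPS, BSA; also added: Eu donor and XL665 acceptor anti-tag antibodies; dosing: 5 µM single dose; timing: compound-protein-antibody incubation 4 h at 22.5 °C; signal: TR-FRET 671 and 617 nm emission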
Starred values were filed as active, the others as inactive; · = no result given. An unsorted share of the library; any-hit rate near 3.1%.

SMILES	PP1 counter	TPT1 inh	PP5 inh	ZTA counter	CTSL1 counter	Yeast superoxide	EBNA-1 inhibitor	JMJD2C inh	core dimer inh
Cc1cc(NC(=O)Nc2ccc(Cl)cc2)n(-c2ccccc2)n1	-3	2	0.4	-2	-3	91	5	-23	-2
CCOC(CNC(=O)Cn1nc(Cc2ccncc2)c2ccccc2c1=O)OCC	0	2	-1.7	8	6	106	-9	-1	-4
CCn1c(-c2ccc(N(C)C)cc2)nc2ccccc21	0	-2	-0.6	16	1	89	8	6	-6
S=c1nn[nH]n1C12CC3CC(CC(C3)C1)C2	1	-2	0.7	6	3	89	4	-14	-2
C[C@H](NC(=O)NCCc1ccccc1)C(=O)O	-3	-1	2.0	17	-5	97	-7	-4	-4
CC1=CC(C)(C)N(C(=O)CSc2nccn2C)c2cc(C)ccc21	-2	3	2.1	-5	3	101	-22	-25	-4
COc1ccc(C(C(=O)NCc2ccccc2)N(Cc2ccc3c(c2)OCO3)C(=O)c2cnccn2)cc1 (centres undefined)	0	2	0.4	20	0	113	4	1	4
S=c1[nH]nc(-c2cc(-c3ccsc3)n[nH]2)n1-c1ccccc1	0	-1	2.0	-7	-6	95	5	-8	3
CC(C)(C)C(=O)Nc1ccc(C(=O)Nc2cccnc2)cc1	-4	-3	-1.6	-4	0	90	8	7	-1
Cc1cc(C)nc(NC(=O)/C=C/c2ccc(Cl)cc2Cl)c1	0	-2	-4.0	0	19*	135	-10	-38	-1
O=C(NCCO)C(=O)Nc1cc2c3c(c1)CCN3C(=O)CC2	-4	-2	-0.7	-5	-5	109	-4	4	-4
COc1cccc(CN(CC(=O)NC2CCCCC2)C(=O)c2csnn2)c1	-4	-2	-6.5	-1	-13	90	-2	-11	-8
CC(C)(C)c1ccc(OCC(=O)O/N=C(\N)c2ccncc2)cc1	0	-1	2.1	-5	-13	90	2	-2	-1
CCCNC(=S)N1CCC(NC(=O)c2ccc(C)cc2)CC1	-2	-1	-0.4	9	-2	98	10	6	1
COc1cccc(NC(=S)/C(=C(\[O-])c2cc(C)n(-c3ccccc3F)c2C)[n+]2ccc(N(C)C)cc2)c1	8	2	-1.7	2	-3	87	2	-6	24
O=[N+]([O-])c1ccccc1-c1cc(-c2ccccc2O)n[nH]1	0	0	1.8	6	1	91	-5	43	-3
CC(C)OC(=O)COc1ccc(-c2ccccc2)cc1	-1	-1	3.0	-18	-2	108	-14	-16	5
O=C(Nc1ccc(C(=O)O)cc1)/C(=C\C=C\c1ccccc1)NC(=O)c1ccccc1Cl	6	-5	2.5	-19	10	·	-5	3	-21
O=C(c1ccco1)N1CCN(Cc2cc(=O)c(OCc3ccccc3F)co2)CC1	-3	0	2.9	1	-2	109	-4	-10	0
Cc1cc(C)c(S(=O)(=O)NC2CC2)c(C)c1	-3	2	-0.4	14	0	95	-6	4	10
CCOc1ccc(C)cc1S(=O)(=O)Nc1cccnc1	0	0	2.5	-16	0	94	-5	-4	-7
CCCC(C(=O)O)N1C(=O)/C(=C2\C(=O)N(C)c3ccccc32)SC1=S (centres undefined)	-7	-1	1.1	-10	0	94	3	3	-1
CC1(C)CC(N(Cc2ccco2)C(=O)Cc2ccccc2)CCO1 (centres undefined)	1	4	1.5	5	2	88	-14	5	-1
N/C(=N/O)c1ccccc1N1CCC(Cc2ccccc2)CC1	0	-2	3.9	2	1	87	-3	6	-1
O=[N+]([O-])c1c(NCCCO)cc(Sc2ccc(Cl)cc2)c2nonc12	2	0	2.7	-2	2	110	-3	-5	0
CC1(C)Cc2cccc(OCC(=O)N3CCN(S(=O)(=O)c4ccccc4F)CC3)c2O1	2	3	-1.6	9	-1	97	-5	1	1
CCOC(=O)c1[nH]cnc1C(=O)Nc1cccc(Cl)c1	-2	0	-0.2	-6	-4	94	5	-12	1
CCC(CC)=NNc1cccc([N+](=O)[O-])c1	8	3	2.4	10	-2	89	3	-15	32
CN(Cc1cccnc1)Cc1cn[nH]c1-c1ccc(-c2ccccc2)cc1	-3	-4	1.1	3	-1	103	-9	5	1
O=C(N/N=C/c1cccn1-c1ccc([N+](=O)[O-])cc1)C(O)c1ccccc1 (centres undefined)	-4	-1	-2.2	7	3	89	10	-2	27
S=C(NCCc1ccccc1)Nc1ccc(Cl)cc1Cl	1	-1	5.3	15	-1	109	-3	0	-2
COc1ccc2nc(C)c(C(=O)NN)cc2c1	1	-4	1.9	-13	-1	89	6	-6	-4
O=C(COc1ccc(Cl)cc1Cl)NN1C(=O)C2C3C=CC(C3)C2C1=O (centres undefined)	0	-4	4.1	-20	-14	93	-2	0	8
CC1=NN(c2nc(-c3ccc(F)cc3)cs2)C(=O)C1	11	0	2.3	-1	4	100	6	139	-5
CN(CC(=O)NC1CCCCC1)S(=O)(=O)c1ccc2c(c1)c(=O)n(C)c(=O)n2C	-1	1	0.1	4	7	99	12	-7	6
C=CCc1ccccc1OCC(O)CN1CCN(CCO)CC1 (centres undefined)	-3	-1	0.9	-5	-2	100	-12	-6	-5
CN(C)c1ccc(C(=S)N2CCN(c3ccccc3)CC2)cc1	2	-3	2.5	-10	7	110	-7	20	16
COc1ccccc1-n1cc(CN2CCN(CC=C(C)C)C(CCO)C2)cn1 (centres undefined)	-4	3	0.3	-8	3	103	14	-2	6
Cc1nc2c(-c3ccc(F)cc3)c(C)nn2c(C)c1CCC(=O)N1CCC(Cc2ccccc2)CC1	1	1	-1.9	13	2	100	5	-4	18
COc1cccc(N2C(=O)C3CC=C(Cl)CC3C2=O)c1 (centres undefined)	-7	-9	1.0	1	6	93	8	0	-6
CCc1ccc(N(C(=O)Cn2nnc(-c3ccccc3)n2)C(C(=O)NC2CCCCC2)c2ccccn2)cc1 (centres undefined)	-5	1	-1.5	-1	-3	104	14	-3	2
CC1CN(CC(=O)Nc2nc(-c3ccc(Cl)cc3)cs2)CC(C)O1 (centres undefined)	2	3	4.8	-8	1	110	-2	-2	5
O=C(NCCS(=O)(=O)c1ccc(Br)cc1)c1ccccc1Cl	0	-1	-3.0	-11	1	95	-1	1	-10
CCOC(=O)CN1C(=O)N[C@@H](c2cccc(F)c2)C(C(C)=O)=C1C	2	-3	1.9	-15	2	90	3	-3	-4
CC/C(O)=C1\C(=O)CC(c2ccccc2)CC1=NCCC(=O)O (centres undefined)	-3	-1	-0.9	19	3	95	8	-5	1
O=C(CSc1nnc(CNC(=O)c2ccccc2F)o1)NCC1CCCO1 (centres undefined)	-3	3	0.0	-6	2	111	-1	1	4
COc1cccc(NC(=O)N2CCCC2C(=O)NC2CCCC2)c1 (centres undefined)	-2	0	0.0	-1	-3	92	7	-7	-3
CCOc1ccc2nc(NC(=O)CSc3nc4c(c(=O)n(C)c(=O)n4C)n3C(C)C)sc2c1	0	-4	1.0	0	1	103	0	-3	-3
Fc1ccc(Nc2nnns2)cc1	-11	1	-0.1	-13	-1	105	-1	-4	4
COc1ccc([C@@H]2[C@@H]3C(=O)N(C(C)(C)C)C(=O)[C@@H]3[C@]3(Cc4ccccc4)C(=O)N(c4ccc(C)cc4)C(=O)N23)cc1	5	0	2.2	4	0	91	1	-9	17
O=C(NCCc1ccncc1)Nc1ccccc1Cl	-2	0	-2.0	-14	3	84	-4	1	1
Nc1c(N(Cc2ccco2)C(=O)COc2ccccc2Cl)c(=O)[nH]c(=O)n1Cc1ccccc1	-6	·	3.4	0	·	96	·	7	·
CCC(=O)NC(Nc1nc(C)cs1)(C(=O)OC)C(F)(F)F (centres undefined)	-2	0	-1.4	2	0	122	2	-4	1
CN(CC(=O)Nc1ccc(F)cc1)C(=O)c1cc([N+](=O)[O-])ccc1N1CCOCC1	-8	0	1.3	-10	1	120	-13	0	-5
Cc1ccc(C)c(NC(=O)NNC(=O)CCc2ccccc2)c1	0	-2	0.3	-3	3	108	10	-16	-15
O=S(=O)(NCc1ccccn1)c1cccc2nsnc12	0	-5	0.3	8	-3	114	8	-1	-2
Cc1ccccc1C(=O)N/N=C/c1ccsc1C	2	1	2.4	-11	-2	104	-5	15	-7
COc1ccc(-c2nc(CN3CCN(C(=O)c4ccco4)CC3)c(C)o2)cc1OC	-2	-4	0.7	3	1	107	4	-4	-5
COc1ccccc1-c1cn(S(=O)(=O)c2ccc(C)cc2)nc1N	1	1	3.2	1	-1	100	-5	5	9
Cc1nc(NC(=O)CN2CCN(c3ccccc3F)CC2)sc1C(=O)N(C)C	3	-3	-0.2	8	3	101	9	-8	-9

Structural class: the compounds so far containing a Cl atom.
SMILES	PP1 counter	TPT1 inh	PP5 inh	ZTA counter	CTSL1 counter	Yeast superoxide	EBNA-1 inhibitor	JMJD2C inh	core dimer inh
Cc1cc(NC(=O)Nc2ccc(Cl)cc2)n(-c2ccccc2)n1	-3	2	0.4	-2	-3	91	5	-23	-2
Cc1cc(C)nc(NC(=O)/C=C/c2ccc(Cl)cc2Cl)c1	0	-2	-4.0	0	19*	135	-10	-38	-1
O=C(Nc1ccc(C(=O)O)cc1)/C(=C\C=C\c1ccccc1)NC(=O)c1ccccc1Cl	6	-5	2.5	-19	10	·	-5	3	-21
O=[N+]([O-])c1c(NCCCO)cc(Sc2ccc(Cl)cc2)c2nonc12	2	0	2.7	-2	2	110	-3	-5	0
CCOC(=O)c1[nH]cnc1C(=O)Nc1cccc(Cl)c1	-2	0	-0.2	-6	-4	94	5	-12	1
S=C(NCCc1ccccc1)Nc1ccc(Cl)cc1Cl	1	-1	5.3	15	-1	109	-3	0	-2
O=C(COc1ccc(Cl)cc1Cl)NN1C(=O)C2C3C=CC(C3)C2C1=O (centres undefined)	0	-4	4.1	-20	-14	93	-2	0	8
COc1cccc(N2C(=O)C3CC=C(Cl)CC3C2=O)c1 (centres undefined)	-7	-9	1.0	1	6	93	8	0	-6
CC1CN(CC(=O)Nc2nc(-c3ccc(Cl)cc3)cs2)CC(C)O1 (centres undefined)	2	3	4.8	-8	1	110	-2	-2	5
O=C(NCCS(=O)(=O)c1ccc(Br)cc1)c1ccccc1Cl	0	-1	-3.0	-11	1	95	-1	1	-10
O=C(NCCc1ccncc1)Nc1ccccc1Cl	-2	0	-2.0	-14	3	84	-4	1	1
Nc1c(N(Cc2ccco2)C(=O)COc2ccccc2Cl)c(=O)[nH]c(=O)n1Cc1ccccc1	-6	·	3.4	0	·	96	·	7	·
